Assay outcomes from PubChem.
RXFP1 antag: antagonists of human relaxin receptor RXFP1; Q9HBX9; HEK293-RXFP1, relaxin-stimulated cAMP HTRF, 30 min; active compounds read low; activity change, negative = inhibition, % at 57.5 µM; actives 0.59% (n = 350,000); AID 1259400;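 active means activity change of -60% or lower, but not beyond a set lower limit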; further: on the % scale 0 is the no-effect control and ±100 the full control effect
D2 agonist: agonists of human D2 dopamine receptor | HEK293 T-REx D2 cells, calcium flux agonist mode | activation, % at 2 µM | actives 0.53% (n = 340,000) | AID 485358;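 active means activation over 3 SD above normal in the single-dose calcium agonist read, cut at about 30% in these data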; further: 0% is about no effect
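HEK293 Trex D2 cells, tetracycline-induced, o/n 30 C 5% CO2; no-wash Ca dye, RT 30–90 min; 10-cycle baseline, 23 nl cpd added, kinetic Ca read 180 s; agonist hits = positive Ca response.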
D2 antagonist: D2 dopamine receptor (human) antagonism. actives 2% (n = 340,000). HEK293 TREx D2 cells, calcium flux, dopamine EC80. inhibition, % at 10 µM; in the data active means inhibition above about 30%; further: 0% is about no effect
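Cells plated overnight at 30 C with tetracycline; no-wash calcium dye, 30–90 min RT; 10 s baseline; compound pinned; 180 s read; EC80 dopamine added; another 180 s read.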
D2 PAM: positive allosteric modulators of human D2 dopamine receptor; P14416; HEK293 T-REx D2, calcium flux, EC20 dopamine potentiation; potentiation, % at 10 µM; actives 0.34% (n = 340,000);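 active means potentiation over 3 SD above the plate norm, cut at about 30% in these data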; further: 0% is about no effect
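Cells plated with tetracycline inducer and held overnight at 30 C; calcium dye loaded 30–90 min at room temperature; baseline taken, compound added and read 180 s; EC20 dopamine then added and read 180 s.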
TRHR agonist: agonists of human TRH receptor; actives 0.18% (n = 360,000); activation, % at 2 µM; TRHR cells, calcium flux fluo-8, FDSS agonist mode; further: 0% is about no effect
Target sequence (P34981 whole entry, looked up): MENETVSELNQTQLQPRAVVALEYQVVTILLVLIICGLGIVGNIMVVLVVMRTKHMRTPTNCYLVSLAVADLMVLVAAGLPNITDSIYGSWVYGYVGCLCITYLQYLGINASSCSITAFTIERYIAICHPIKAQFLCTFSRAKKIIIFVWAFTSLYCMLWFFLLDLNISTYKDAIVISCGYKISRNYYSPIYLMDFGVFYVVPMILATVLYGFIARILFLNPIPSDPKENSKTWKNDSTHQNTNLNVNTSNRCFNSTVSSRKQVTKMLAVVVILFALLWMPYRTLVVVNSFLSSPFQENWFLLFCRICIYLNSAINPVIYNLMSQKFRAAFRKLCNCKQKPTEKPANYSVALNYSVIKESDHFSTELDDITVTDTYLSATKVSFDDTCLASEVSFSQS
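In this calcium-flux screen, cells bearing human TRHR are dye-loaded with fluo-8, baselined for 10 cycles, then exposed to library compounds; positive kinetic calcium responses during the agonist phase mark hits, with TRH as control.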
D1 potentiator: human D1 dopamine receptor positive modulation. P21728. HEK293 TREx D1 cells, calcium flux, dopamine EC20 potentiation. potentiation, % at 10 µM. actives 0.036% (n = 360,000). AID 504651; in the data active means potentiation above about 30%; further: 0% is about no effect
Target sequence (P21728 whole entry, looked up): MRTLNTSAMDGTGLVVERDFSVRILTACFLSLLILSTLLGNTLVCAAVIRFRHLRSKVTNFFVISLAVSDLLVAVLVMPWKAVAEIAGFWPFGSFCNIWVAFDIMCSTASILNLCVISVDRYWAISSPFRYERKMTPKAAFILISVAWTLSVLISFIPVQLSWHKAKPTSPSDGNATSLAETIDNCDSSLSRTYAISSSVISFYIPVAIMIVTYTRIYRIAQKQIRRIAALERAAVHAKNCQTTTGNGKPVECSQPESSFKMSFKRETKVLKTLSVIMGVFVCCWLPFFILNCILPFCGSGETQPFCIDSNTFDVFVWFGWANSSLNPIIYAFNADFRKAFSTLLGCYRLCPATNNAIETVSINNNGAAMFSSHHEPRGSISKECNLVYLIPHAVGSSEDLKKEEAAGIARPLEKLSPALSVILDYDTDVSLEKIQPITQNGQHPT
TRHR enhancer: TRH receptor (human) allosteric enhancement; actives 0.66% (n = 360,000); enhancement, % at 2 µM; P34981; TRHR cells, fluo-8 calcium fluorescence, EC20 TRH enhancement; in the data active means enhancement above about 30%; further: 0% is about no effect
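TRHR-expressing cells loaded with fluo-8 calcium dye were read kinetically (ex 480/em 530) during compound addition, then stimulated with an EC20 of TRH (10 nM final). Enhancement of the Gq-mediated intracellular calcium response was scored.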
D1 agonist: agonists of human D1 dopamine receptor; P21728; HEK293 T-REx D1 cells, calcium flux, agonist mode; actives 1% (n = 360,000); activation, % at 2 µM; further: 0% is about no effect
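Agonism was scored from calcium flux recorded over 180 s (1 read/s) after pintool compound addition, following a 10-cycle baseline. Cells were inducible force-coupled HEK293 TREx D1, plated overnight at 30 C and loaded with no-wash calcium dye.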
D1 antagonist: antagonists of human D1 dopamine receptor; actives 3.2% (n = 360,000); P21728; activity change, negative = inhibition, % at 10 µM; HEK293 TREx D1 cells, calcium flux, dopamine EC80; active compounds read low; AID 504652; in the data active means activity change below about -30%; further: on the % scale 0 is the no-effect control and ±100 the full control effect
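HEK293 T-REx cells expressing inducible, force-coupled D1 receptor; no-wash Ca dye, 30–90 min RT. Cmpd → 180 s read at 1 Hz → EC80 DA → 180 s read.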
* = called active by the depositor; · = not tested or not shown. Unless noted, no stated cut-off is given here; in the data, active means activation above about 30%; inactive means the rest.

SMILES	RXFP1 antag	D2 agonist	D2 antagonist	D2 PAM	TRHR agonist	D1 potentiator	TRHR enhancer	D1 agonist	D1 antagonist
Cc1cccc(N2CCN(C(=O)c3ccc(Cl)c(S(=O)(=O)NCc4ccco4)c3)CC2)c1C	9	-1.4	-15	1	-0.4	-6	0	1	-6
O=C(O)COc1ccc(/C=N/NC(=O)/C(=C/C=C/c2ccccc2)NC(=O)c2ccccc2)cc1	-1	2.0	-3	-4	0.0	2	5	2	-13
Cc1csc2nc(SCC(=O)Nc3ccccc3F)[nH]c(=O)c12	-8	·	·	·	0.0	-8	-11	3	-20
COc1ccc(-c2csc(N(CCCN(C)C)C(=O)c3ccc(C)cc3)n2)cc1	-3	1.0	1	-14	2.1	4	7	6	1
Cc1nn(-c2ccccc2)c(N)c1Sc1cccc([N+](=O)[O-])c1	-5	0.0	6	-5	0.5	-6	4	2	-6
CCOC(=O)c1ccc(NC2(c3ccccc3)C(=O)c3ccccc3C2=O)cc1	-19	0.1	·	4	-0.4	-5	-15	4	-14
Fc1ccc(CN(Cc2ccccc2)C(c2cccs2)c2nnnn2C2CCCCC2)cc1 (stereo not drawn)	6	-0.1	3	-2	0.5	2	1	1	10
CCc1ccc(-c2nc(-c3ccncc3)no2)cc1	-15	0.4	-30	-11	0.5	-2	-6	2	10
CCN1CCN(C(=O)c2nn(-c3ccccc3)c(=O)c3ccccc23)CC1	-11	-0.1	1	1	0.4	-3	-1	1	3
O=C(O)/C=C/c1ccc2c(c1)OCCO2	0	-1.4	-27	-3	-1.7	-1	8	2	2
CCCCn1c(=O)c(CCC(=O)OCC(=O)NCc2ccc(OC)c(OC)c2)nc2ccccc21	6	1.3	10	2	-1.6	-5	-4	3	3
Cc1ccccc1C(O)c1cccnc1 (stereo not drawn)	0	-0.1	16	-23	-0.3	-1	-3	1	2
CCOc1cccc(C(=O)Nc2cc(C)ccc2NC(=O)c2ccco2)c1	5	-0.4	-5	-6	-0.3	3	1	2	7
CN(C)S(=O)(=O)c1ccc(C(=O)NCc2ccccn2)cc1	8	2.7	27	2	0.4	1	-2	7	-29
CCCCn1c(=O)[nH]c(=O)c2c1nc(CN(C)Cc1cccc(OC)c1OC)n2CCC	-9	1.3	-6	0	-0.3	4	6	3	19
Cc1cccc(Nc2ncnc(N)n2)c1	-4	·	·	·	1.9	-6	-2	2	-33*
C[C@@]12CC(=O)NC1N(C(=O)c1ccccc1)C(c1ccccc1OC(=O)c1ccccc1)C2 (stereo partly drawn)	3	1.8	-5	0	0.4	2	-2	-1	3
COC(=O)c1ccc(C23CC4(C2)[C@H](CN(Cc2ccc(C(F)(F)F)cc2)[C@@H]4c2ccccc2)C3c2ccc(C(F)(F)F)cc2)cc1 (stereo partly drawn)	·	-0.3	-3	16	0.4	0	0	2	23
COCCCNc1ncnc2c1nc1n2CCCC1	-5	0.0	0	-7	-0.1	-1	1	1	-1
Cc1cc2nc(-c3ccc(OCc4ccccc4Cl)cc3)cc(C(F)(F)F)n2n1	-1	-0.1	·	-7	-0.2	-4	-16	2	-1

Full records, looked up by structure. Values in the order: RXFP1 antag | D2 agonist | D2 antagonist | D2 PAM | TRHR agonist | D1 potentiator | TRHR enhancer | D1 agonist | D1 antagonist
COc1ccc(-c2csc(N(CCCN(C)C)C(=O)c3ccc(C)cc3)n2)cc1 reads -3 | 1.0 | 1 | -14 | 2.1 | 4 | 7 | 6 | 1
CCOc1cccc(C(=O)Nc2cc(C)ccc2NC(=O)c2ccco2)c1 reads 5 | -0.4 | -5 | -6 | -0.3 | 3 | 1 | 2 | 7

The list continues.
SMILES	RXFP1 antag	D2 agonist	D2 antagonist	D2 PAM	TRHR agonist	D1 potentiator	TRHR enhancer	D1 agonist	D1 antagonist
Cc1cc(N/N=C/c2ccc(Cl)cc2)nc(NCc2ccccc2)n1	-28	-0.9	-1	-12	-0.1	-3	-3	1	-1
CCN(CC)S(=O)(=O)c1ccc(C(=O)NCc2ccc3c(c2)cc(C)n3C)cc1	-1	-0.3	1	7	0.2	4	3	-3	-2
Cc1cc(Br)c(S(=O)(=O)NCCN2CCOCC2)cc1C	-35	0.1	-6	4	0.6	7	24	1	6
Cc1c(CCNC(=O)C(C)(C)C)sc2nc(-c3ccc(F)cc3)nn12	1	1.5	·	14	0.7	-2	-1	2	·
Oc1ccc(C[C@@H]2CNCCN2CCC23CC4CC(CC(C4)C2)C3)cc1	·	0.1	-21	-12	0.1	2	9	95*	34
COc1ccc(C(=O)N=c2sc3c(C)ccc(OC)c3n2C)cc1OC	1	1.4	6	13	0.6	5	-26	6	0
CCOc1ccc(N2C(=O)c3cccnc3C2Nc2ccc(F)cc2)cc1 (stereo not drawn)	-5	-1.9	7	5	-0.1	2	6	-1	6
Cc1cccc(CNC(=O)Cn2nc(C)n3c(cc4cc(F)ccc43)c2=O)c1	2	-0.6	·	-3	-0.3	-4	5	0	-5
COc1ccc(NS(=O)(=O)c2cccc(C(=O)NCC3CCCO3)c2)cc1 (stereo not drawn)	-14	0.0	-2	9	0.2	-4	-2	2	-6
CCCCC(NC(C)=O)c1nc2ccccc2n1CCCC (stereo not drawn)	-30	-0.4	-3	-5	-1.2	-5	-5	2	-12
C(=N\Nc1ccccn1)/c1c[nH]c2ccccc12	-17	1.5	2	9	0.6	-12	3	5	-28
Cc1cc(CSc2ccccc2)ccc1NC(=O)c1ccc(Cl)c([N+](=O)[O-])c1	7	0.6	-9	8	0.3	0	9	0	-2
COc1ccc(S(=O)(=O)c2c(Nc3ccc(F)cc3)sc(C(=O)c3ccc4c(c3)OCO4)c2N)cc1	-2	3.1	·	·	2.3	-2	12	43*	23
O=C(Nc1cccnc1)c1cn(-c2ccccc2)nc1-c1cccs1	-12	0.2	-11	10	-0.5	-7	7	5	1
CN(Cc1ccccc1)C(=S)NC(=O)c1ccc(-c2ccccc2)cc1	-23	-1.1	1	6	-0.8	-8	4	4	-1
CN(C)CCN(C(=O)c1ccc(S(=O)(=O)N(C)c2ccccc2)cc1)c1nc2ccc(Cl)cc2s1	-6	0.9	19	-25	5.1	1	2	4	-6
CSc1ncc(CN2CCCC(C(=O)Nc3ccc(-c4ccco4)cc3)C2)cn1 (stereo not drawn)	-6	-0.5	-2	1	0.0	-8	20	1	12
Cc1ccc(N(CC(O)CN(C)C)S(=O)(=O)c2ccccc2)cc1 (stereo not drawn)	2	0.2	-21	9	0.3	-1	2	2	3
CN1C(=O)/C(=C/c2ccccc2Cl)Sc2ccc(C(=O)N3CCCC3)cc21	-15	7.4	17	-10	-1.1	-4	-1	5	2
CCOC(=O)C1(CCOC)CCN(C(=O)c2ccc(CSC)o2)CC1	7	6.1	14	-8	1.3	-10	-8	2	-28
Cc1cc(C)c2c(=O)cc(C(=O)Nc3ccc(S(=O)(=O)Nc4onc(C)c4C)cc3)oc2c1	-3	0.4	·	-3	0.0	0	5	2	2
COc1ccccc1-n1cnnc1SCC(=O)c1cc(C)n(Cc2cccs2)c1C	-16	0.7	-11	-8	0.1	-5	-4	12	-2
CCSc1nnc(NC(=O)COc2ccccc2[N+](=O)[O-])s1	4	·	·	18	0.4	-3	2	0	-2
N/C(=N\OC(=O)COc1ccc2ccccc2c1Br)c1ccncc1	·	-0.2	-3	-4	0.7	-1	-2	5	9
Cc1ccc2ccc3c(c2n1)NS(=O)(=O)c1ccccc1-3	·	·	·	·	0.5	1	3	0	9

Molecules shown so far containing fluorine:
SMILES	RXFP1 antag	D2 agonist	D2 antagonist	D2 PAM	TRHR agonist	D1 potentiator	TRHR enhancer	D1 agonist	D1 antagonist
Cc1csc2nc(SCC(=O)Nc3ccccc3F)[nH]c(=O)c12	-8	·	·	·	0.0	-8	-11	3	-20
Fc1ccc(CN(Cc2ccccc2)C(c2cccs2)c2nnnn2C2CCCCC2)cc1 (stereo not drawn)	6	-0.1	3	-2	0.5	2	1	1	10
COC(=O)c1ccc(C23CC4(C2)[C@H](CN(Cc2ccc(C(F)(F)F)cc2)[C@@H]4c2ccccc2)C3c2ccc(C(F)(F)F)cc2)cc1 (stereo partly drawn)	·	-0.3	-3	16	0.4	0	0	2	23
Cc1cc2nc(-c3ccc(OCc4ccccc4Cl)cc3)cc(C(F)(F)F)n2n1	-1	-0.1	·	-7	-0.2	-4	-16	2	-1
Cc1c(CCNC(=O)C(C)(C)C)sc2nc(-c3ccc(F)cc3)nn12	1	1.5	·	14	0.7	-2	-1	2	·
CCOc1ccc(N2C(=O)c3cccnc3C2Nc2ccc(F)cc2)cc1 (stereo not drawn)	-5	-1.9	7	5	-0.1	2	6	-1	6
Cc1cccc(CNC(=O)Cn2nc(C)n3c(cc4cc(F)ccc43)c2=O)c1	2	-0.6	·	-3	-0.3	-4	5	0	-5
COc1ccc(S(=O)(=O)c2c(Nc3ccc(F)cc3)sc(C(=O)c3ccc4c(c3)OCO4)c2N)cc1	-2	3.1	·	·	2.3	-2	12	43*	23
